# Pf growth 48h – inhibits P. falciparum growth in the first generation, 48 h. P. falciparum luciferase growth in erythrocytes, 48 h. Potency, µM (highest dose often 28.7 µM), inactives show top-dose activity change, negative = inhibition, usual class: inhibitors. actives 5.9% (n = 310,000); also: potency is read from the fitted curve at half-maximal effect; % is scaled to controls: 0 for no effect and ±100 for the full control effect
#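 Luciferase-expressing P. falciparum in infected erythrocytes (2% hematocrit, 0.1% parasitemia final) in RPMI 1640/0.5% Albumax were exposed to compound for 48 hours at 37 C, 5% CO2; growth read as luminescence.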
# Sm TGR block – inhibitors of Schistosoma mansoni thioredoxin glutathione reductase; purified TGR, DTNB reduction, TNB absorbance 405 nm; Potency, µM (top dose mostly 114 µM), without a hit: at the highest dose activity change, negative = inhibition, usual class: inhibitors; actives 3% (n = 360,000); AID 485364; also: potency is read from the fitted curve at half-maximal effect; % is scaled to controls: 0 for no effect and ±100 for the full control effect; nearly all actives have a fitted effect of over 60% in size
#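 First, TGR (20 nM dispensed) and NADPH were mixed with compound. Second, a 15 min room-temperature incubation followed. Third, further NADPH and then DTNB were added to start the reaction. Finally, TNB absorbance was monitored kinetically.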
# FBPA Giardia inh – blocks Giardia fructose-bisphosphate aldolase activity; AID 2451; Potency, µM (highest dose often 59.6 µM), without a hit: at the top dose activity, negative = inhibition, most hits filed as inhibitors; actives 0.71% (n = 290,000); A8B2U2; purified Giardia FBPA; also: potency is read from the fitted curve at half-maximal effect; % is scaled to controls: 0 for no effect and ±100 for the full control effect; nearly all actives have a fitted effect of over 55% in size
# Target sequence (A8B2U2 whole entry, looked up): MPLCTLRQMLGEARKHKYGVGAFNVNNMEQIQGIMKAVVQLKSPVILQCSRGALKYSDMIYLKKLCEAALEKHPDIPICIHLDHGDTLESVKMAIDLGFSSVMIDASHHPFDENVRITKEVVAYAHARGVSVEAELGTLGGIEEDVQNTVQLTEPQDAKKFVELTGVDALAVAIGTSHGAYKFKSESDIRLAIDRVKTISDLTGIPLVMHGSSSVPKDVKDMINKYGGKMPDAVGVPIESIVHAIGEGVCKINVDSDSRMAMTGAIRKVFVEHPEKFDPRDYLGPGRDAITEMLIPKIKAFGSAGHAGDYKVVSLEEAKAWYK
#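 40 nM FBPA preincubated 10 min at RT with compound (up to 57.5 uM final), then substrate plus GAPDH/TPI/NAD/arsenate coupling and diaphorase/resazurin added. Fluorescence read after 20 min at RT, 525/598 nm.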
# Shiga toxin inh – blocks Shiga toxin action in Vero cells. inhibition, % at 38.7 µM. AID 2315. actives 9.2% (n = 290,000). Vero cells, Shiga toxin protein synthesis inhibition reporter; in the data active = inhibition mostly above about 28%, no sharp cut-off; inactive = mostly below about 43%; also: 0% is about no effect
# Cycloheximide cs – affects cycloheximide protein synthesis inhibition readout, counter-screen; cell reporter, cycloheximide protein synthesis inhibition counterscreen; max response, %; actives 12% (n = 300,000); in the data active = max response mostly above about 13%, no sharp cut-off; inactive = mostly below about 14%; also: read at 38.3 µM for the half of the compounds with a filed dose; 0% is about no effect
# Pf growth 96h – P. falciparum growth inhibition at 96 hour, primary screen for plastid delayed-death inhibitors; Potency, µM (highest dose often 28.7 µM), for the others: at the top dose activity change, negative = inhibition, usual class: inhibitors; P. falciparum luciferase reporter growth, 96 h; actives 6.9% (n = 320,000); also: potency is read from the fitted curve at half-maximal effect; % is scaled to controls: 0 for no effect and ±100 for the full control effect
#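 Readout is luminescence from an integrated firefly luciferase in P. falciparum. Red cells, 2% hematocrit and 0.05% parasitemia final, were cultured with compound through two parasite generations (96 hours) at 37 C, 5% CO2.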
# * hit, by the source's call; i = inactive; ? = inconclusive; · = no result given; [ ] = dose if it differs, or a comment. Unless noted, calls follow the shape of the dose curve; as a rule, active = well fitted curve in the direction sought with a large enough effect; inconclusive = small, poorly fitted or top-dose-only effect, or another doubt; inactive = no such curve, though single readings can be large; an effect the other way counts as inactive or inconclusive. Rows were taken by chance; about 24% have a hit in one of these screens.
# Each structure is followed by: Pf growth 48h, Sm TGR block, FBPA Giardia inh, Shiga toxin inh, Cycloheximide cs, Pf growth 96h
- CC1Cc2ccccc2N1C(=O)COC(=O)c1cc(Br)ccc1O (configuration not stated)
  ?, -10%, ·, ·, ·, 7%
- CC(OC(=O)Cc1ccsc1)C(=O)Nc1ccc(C(N)=O)cc1 (configuration not stated)
  -24%, -4%, ·, ·, ·, ?
- COc1cc(NC(=S)NC(=O)c2ccccc2C)ccc1NC(=O)c1cccs1
  ?, 4%, 11%, 6, -1, -29%
- COc1cc(C2NC(=O)NC(c3ccccc3)=C2C(C)=O)c(Br)cc1OCC(N)=O (configuration not stated)
  -8%, -1%, -4%, -4, -1, 10%
- NS(=O)(=O)c1ccc(CNC(=O)Cc2ccccc2F)cc1
  -6%, 46%[activator], 6%, 20, 7, 17%
- CCOc1ccc(-n2c(=S)sc3c(=O)n(-c4ccc(F)cc4)c(SCC(=O)O)nc32)cc1
  12%, 13%, -1%, -4, -2, 4%
- COc1cc(OC)c(NC(=O)CNC(=O)Cn2ccc3ccccc3c2=O)cc1Cl
  18%, -3%, 0%, -7, -3, ?
- COC(C[C@@H](O)[C@@H](C)[C@H](O)COCc1ccccc1)OC
  78%[activator], 2%, 0%, -2, -5, ?
- COC(=O)c1c(NC(C)=O)sc2c1CCN(Cc1ccccc1)C2
  -3%, 0%, ?, -4, -4, 4%
- CC(=O)c1cccc(S(=O)(=O)N2CCC(C(=O)N(C)Cc3ccc(Cl)s3)CC2)c1
  ?, -13%, ·, ·, ·, ?
- Cc1cc(C)n2nc(SCC(=O)NC3CCCC(C)C3C)nc2n1 (configuration not stated)
  -24%, 3%, 0%, 0, 18, 7%
- CCOc1ccc(NCC(=O)N/N=C/C=C/c2ccccc2)cc1
  3%, -4%, -12%, 15, 1, -11%
- CC(=O)NCCc1nc2cc(NC(=O)COc3ccc(C)cc3)ccc2n1C
  -25%, 5%, -6%, 17, 6, 1%
- Cc1sc2ncnc(N3CCC(C(=O)Oc4cccc(Cl)c4Cl)CC3)c2c1C
  -2%, 8%, -2%, 14, -1, 14%
- O=C1C2CCCN2C(=O)N1CCN1CCN(CCO)CC1 (configuration not stated)
  -1%, 2%, -28%, -5, 1, -6%
- CSc1ccc(C2NC(=O)CCC2[N+](=O)[O-])cc1 (configuration not stated)
  5%, -15%, -1%, -7, 14, ?
- O=C(CSc1cn(CCNC(=O)c2ccccc2F)c2ccccc12)NCC1CCCO1 (configuration not stated)
  -26%, 1%, 2%, -6, 3, 12%
- CCc1cc2cc(C(=O)N3CCN(Cc4ccccc4)CC3)sc2s1
  -18%, 6%, -12%, 49*, 22*, -23%
- COc1ccc(C2=NOC3(CC(=O)N(c4ccc(F)cc4)C3=O)C2)c(OC)c1 (configuration not stated)
  ·, -3%, -7%, -17, -3, ?
- Cc1cc(NC(=O)/C=C/C(=O)N(CC(=O)NC2CCCC2)c2cccc3ccccc23)no1
  10µM*, -26%, -7%, 0, -6, 1%
- Cc1ccc(S(=O)(=O)Nc2ccc(C(=O)OCC(=O)N(CCC#N)c3ccccc3)cc2)cc1C
  23%, 1%, 18%, -10, -2, 7%
- Cc1cccc(C)c1NC(=O)CN(C)C(=O)C1CC1C (configuration not stated)
  -2%, -3%, ·, ·, ·, -13%
- COc1cc(/C=C/c2ccc3c([N+](=O)[O-])cccc3n2)ccc1OCC(=O)O
  8%, -11%, 0%, -4, -4, ?
- Cc1nn2c(NCc3cccnc3)c3c(nc2c1-c1ccccc1)CCC3
  ?, -29%, -14%, 6, 0, 1.5µM*
- Oc1ccccc1/C=N/NC1=NCCCCC1
  65%[activator], 10%, -11%, 95*, 34*, 27%
- CC(C)[C@H](NC(=O)[C@H](CC(=O)O)NC(=O)[C@H](Cc1ccccc1)NC(=O)[C@@H](C)NC(=O)[C@@H](N)Cc1ccc(O)cc1)C(=O)N[C@H](C(=O)NCC(N)=O)C(C)C
  ·, ·, 0%, 11, -1, ·
- CN(CC(=O)Nc1cccc(F)c1)C(=O)c1ccccc1-n1cnnn1
  ?, -8%, ·, ·, ·, 9%
- COc1cccc2c(SCC(=O)N/N=C/c3ccc(O)c(O)c3)cc(C)nc12
  1%, 1%, -17%, 6, -1, 12%
- CC(=O)c1ccc(NC(=O)N[C@@H](Cc2ccccc2)C(=O)O)cc1
  -12%, 2%, 6%, -4, -4, ?
- COc1cccc(C2C(C#N)=C(N)OC3=C2C(=O)CCC3)c1OC(=O)c1ccco1 (configuration not stated)
  6%, -12%, -2%, -6, -1, 60%[activator]
- Fc1ccccc1CN1CCCC(NC2CCC2)C1 (configuration not stated)
  -17%, -24%, -2%, -4, -2, -33%
- S=c1[nH]c2cnccc2n1Cc1ccccc1
  ·, 4%, 7%, 1, 1, -1%
- COc1ccccc1/C=C(\C#N)C(=O)c1cccn1C
  ·, -17%, -10%, 3, -1, -1%
- Cc1ccc(-n2c(SCC(=O)NCc3cccs3)nnc2-c2ccoc2C)cc1
  ?, -5%, -2%, -15, 1, 8%
- COc1cc(/C=N/Nc2nc3ccccc3[nH]c2=O)ccc1O
  ?, -12%, -20%, 17*, 19, ?
- COCCSc1nc2c(c(=O)[nH]c(=O)n2C)n1CCCc1ccccc1
  -17%, 6%, -6%, -7, -2, 47%[activator]
- CC(C)(C)OC(=O)N1CCC[C@H]1c1nnc(SC/C=C/c2ccccc2)o1
  10µM*, ?, -10%, 29, 3, ?
- Cc1cc(NC(=O)CCC(=O)N(Cc2ccco2)C(C(=O)NC2CCCCC2)c2ccccc2)no1 (configuration not stated)
  ?, -4%, 0%, -2, 1, 0%
- CCCC(=O)Nc1ccc(NC(=O)c2cccc(OC)c2)cn1
  21%, 0%, 15%, -3, 1, ?
- CCc1nnc(NS(=O)(=O)c2ccc(N/C=C\C(=O)c3ccc(C)cc3)cc2)s1
  59%[activator], -23%, 9%, 103*, 28*, 134%[activator]
- COc1cccc2sc(N(CCCN(C)C)C(=O)COc3ccc(Cl)cc3)nc12
  26%, -8%, -1%, -11, -7, 70%[activator]
- CCOP(=O)(OCC)c1nc(-c2cccc3ccccc23)oc1NCc1ccc(OC)cc1
  ?, 5%, -5%, 1, 4, 13µM*
- N#Cc1ccc(C(=O)OCC(=O)NC2CCCC2)cc1
  28%, -6%, -5%, -7, 9, 23%
- O=C(Nc1nccs1)c1ccc(COc2c(F)c(F)cc(F)c2F)o1
  8%, -22%, ·, ·, ·, -23%
- O=C(Nc1ccc2oc(=O)ccc2c1)c1cccnc1
  -17%, -13%, -7%, 10, 3, 54%[activator]
- N#Cc1c2n(c3c(=O)n(CC(=O)c4ccc([N+](=O)[O-])cc4)cnc13)CCCCC2
  -16%, 2%, -5%, -12, -4, 7%
- COc1ccc(S(=O)(=O)N2CCC(C(=O)Oc3ccc(C)cc3)CC2)cc1OC
  4%, 2%, ·, ·, ·, 12%
- COc1ccc(OC)c(NC(=O)CSc2nc(N)c(-c3ccccc3)c(=O)[nH]2)c1
  7%, 5%, -21%, -6, -2, 4%
- CCC(=O)Nc1cccc(C2=NOC3(C2)C[C@@H](C(N)=O)N(C(=O)CC)C3)c1 (some centres not stated)
  70%[activator], -23%, 0%, 0, -2, 0%
- COc1ccc2c3c(c(=O)oc2c1)C1O[C@](c2ccsc2)(Cc2ccccc21)O3
  ?, ?, -1%[12.9 µM], i, 7, ?
- O=C(c1cc2cc(Cl)ccc2[nH]1)N1CCCCC1
  20%, 0%, -1%, 27, 25*, 4%
- O=C(c1ccc(F)cc1)N1C2CCC1CC(O)(c1ccc(F)cc1)C2 (configuration not stated)
  -3%, 0%, 6%, -11, 5, 68%[activator]
- CCOC(=O)N1CCN(S(=O)(=O)c2ccc(C(=O)Nc3nnc(CSC)o3)cc2)CC1
  23%, -11%, ?, -7, -3, -9%
- COc1cc(C(=O)NS(=O)(=O)c2ccccc2C)ccc1Cc1cn(C)c2ccc(NC(=O)OC3CCCC3)cc12
  ?, -9%, 14%, 3, -2, ?
- COc1cc2oc(=O)cc(C)c2c(OC)c1OC
  15%, -15%, -2%, -6, -2, 6%
- CC(C)CNC(=O)c1ccccc1NC(=O)CN(c1ccc2c(c1)OCCO2)S(C)(=O)=O
  ?, -7%, 5%, -8, 1, ·
- C/C=C/c1ccc(OCCCCN2CC(C)CC(C)C2)c(OC)c1 (configuration not stated)
  ?, -13%, ?, 32, 0, 29%
- COc1ccc(CCC(=O)NNC(=O)Cn2nc(C)cc2C)cc1
  5%, -5%, ·, 5, -1, 9%
- O=C(NCc1ccc2c(c1)OCO2)c1nc(S(=O)(=O)Cc2ccccc2F)ncc1Cl
  29%, 25µM*, -2%, 26, 26*, 70%[activator]
- NC(=O)COc1ccc(C(=O)/C=C2/C(=O)Nc3ccccc32)cc1
  ·, 0%, -5%, -2, -2, 25%

# Some of the entries so far, field by field.
Structure: O=C(Nc1ccc2oc(=O)ccc2c1)c1cccnc1
  Pf growth 48h = -17%	Sm TGR block = -13%	FBPA Giardia inh = -7%	Shiga toxin inh = 10	Cycloheximide cs = 3	Pf growth 96h = 54%[activator]

Structure: CC(=O)c1ccc(NC(=O)N[C@@H](Cc2ccccc2)C(=O)O)cc1
  Pf growth 48h = -12%	Sm TGR block = 2%	FBPA Giardia inh = 6%	Shiga toxin inh = -4	Cycloheximide cs = -4	Pf growth 96h = ?

# Continuation.
# Each structure is followed by: Pf growth 48h, Sm TGR block, FBPA Giardia inh, Shiga toxin inh, Cycloheximide cs, Pf growth 96h
- O=C(CCNS(=O)(=O)c1ccc(Br)s1)N1CCN(c2ccccc2)CC1
  -6%, 8%, -3%, -4, -1, 12µM*
- CCOc1ccc2nc3c(cc2c1)CN(CCCO)C(=NCCOC)S3
  11%, -5%, ?, 48, 17, ?
- CC(=O)c1ccc(NC(=O)CC23CC4CC(C2)CC(n2nnc(C)n2)(C4)C3)cc1
  ?, 5%, -6%, 18, 5, 3%
- COc1ccc(NC(=O)C2=C(C)NC(=S)NC2c2ccc(O)c(OC)c2)cc1 (configuration not stated)
  10%, -20%, -6%, -12, 1, -19%
- O=C(NC1CCN(Cc2ccccc2)CC1)c1c(F)cccc1F
  -6%, -2%, 13%, 29, -3, 85%[activator]
- O=C(Cn1ncc2c1-c1ccccc1OC2)Nc1cccc(Cl)c1
  ·, -2%, 3%, 14, -3, ?
- O=C(NCc1ccco1)C(=O)N1CCCC1
  8%, 2%, 3%, -18, -3, -11%

# Entries from the list above containing an aryl thioether with sulfur outside any ring, in the order listed:
# Each structure is followed by: Pf growth 48h, Sm TGR block, FBPA Giardia inh, Shiga toxin inh, Cycloheximide cs, Pf growth 96h
- CCOc1ccc(-n2c(=S)sc3c(=O)n(-c4ccc(F)cc4)c(SCC(=O)O)nc32)cc1
  12%, 13%, -1%, -4, -2, 4%
- Cc1cc(C)n2nc(SCC(=O)NC3CCCC(C)C3C)nc2n1 (configuration not stated)
  -24%, 3%, 0%, 0, 18, 7%
- CSc1ccc(C2NC(=O)CCC2[N+](=O)[O-])cc1 (configuration not stated)
  5%, -15%, -1%, -7, 14, ?
- O=C(CSc1cn(CCNC(=O)c2ccccc2F)c2ccccc12)NCC1CCCO1 (configuration not stated)
  -26%, 1%, 2%, -6, 3, 12%
- COc1cccc2c(SCC(=O)N/N=C/c3ccc(O)c(O)c3)cc(C)nc12
  1%, 1%, -17%, 6, -1, 12%
- Cc1ccc(-n2c(SCC(=O)NCc3cccs3)nnc2-c2ccoc2C)cc1
  ?, -5%, -2%, -15, 1, 8%
- COCCSc1nc2c(c(=O)[nH]c(=O)n2C)n1CCCc1ccccc1
  -17%, 6%, -6%, -7, -2, 47%[activator]
- CC(C)(C)OC(=O)N1CCC[C@H]1c1nnc(SC/C=C/c2ccccc2)o1
  10µM*, ?, -10%, 29, 3, ?
- COc1ccc(OC)c(NC(=O)CSc2nc(N)c(-c3ccccc3)c(=O)[nH]2)c1
  7%, 5%, -21%, -6, -2, 4%
